CHT allo act = allosterically activates the human high affinity choline transporter. CHT-expressing cells, membrane potential dye, choline EC20; active compounds read high; LV-AA mutant CHT in HEK293 cells. 0.49% of 310,000 active. B-score at 10 µM. Q9GZV3;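 active = initial fluorescence not abnormally high and integrated response B-score, plate-corrected, over 3 SD above library mean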
Target sequence (Q9GZV3 whole entry, looked up): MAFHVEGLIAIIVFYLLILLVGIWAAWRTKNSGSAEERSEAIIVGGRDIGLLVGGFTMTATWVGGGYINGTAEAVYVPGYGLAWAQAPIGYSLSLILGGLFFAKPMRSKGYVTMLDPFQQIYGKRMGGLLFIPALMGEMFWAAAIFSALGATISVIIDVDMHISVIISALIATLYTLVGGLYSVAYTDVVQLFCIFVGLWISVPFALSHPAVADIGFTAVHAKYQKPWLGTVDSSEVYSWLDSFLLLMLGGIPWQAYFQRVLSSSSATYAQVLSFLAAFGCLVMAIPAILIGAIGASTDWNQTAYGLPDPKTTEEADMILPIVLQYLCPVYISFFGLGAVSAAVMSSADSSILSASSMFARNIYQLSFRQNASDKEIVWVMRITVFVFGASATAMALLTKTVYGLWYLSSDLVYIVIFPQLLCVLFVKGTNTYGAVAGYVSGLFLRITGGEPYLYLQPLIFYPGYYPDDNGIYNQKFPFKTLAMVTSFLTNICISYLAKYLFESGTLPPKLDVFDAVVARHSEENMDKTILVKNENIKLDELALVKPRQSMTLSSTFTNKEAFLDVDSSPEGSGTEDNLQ
OX1R antagonist = blocks the human orexin 1 receptor | CHO/OX1R cells, Fluo-8 calcium fluorescence, orexin A | O43613 | 0.43% of 330,000 active | inhibition, % at 5 µM | AID 434989;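 active = inhibition above its plate's threshold, mean inhibition of all tested compounds on the plate plus 3 SD, cut at about 37% in these data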;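 also: 0% = orexin A challenge wells and 100% = SB-334867-A antagonist wells; not every result past the cut was called active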
* marks the source's active call; other numbers are inactive results.

CC(C)(CC(=O)O)Cc1nc(-c2ccc(Cl)cc2)no1 was read as CHT allo act inactive and OX1R antagonist -20.
For COc1cccc(Cn2cc(C)cc(NC(=O)NCc3ccccc3)c2=O)c1 the results were CHT allo act inactive and OX1R antagonist -6.
`Nc1ccc(C(=O)OCc2csc(-c3ccccc3)n2)cc1[N+](=O)[O-]` gave CHT allo act inactive and OX1R antagonist -22.
For Fc1ccc(OCCCCCCN2CCCC2)cc1 the results were CHT allo act inactive and OX1R antagonist -14.
Screening CCOC(=O)C1CCCN(S(=O)(=O)c2c(C)noc2C)C1 (stereo not drawn) returned CHT allo act inactive and OX1R antagonist 4.
CCC(Sc1nc2ccccc2o1)C(=O)Nc1nnc(C)s1 (stereo not drawn) was read as CHT allo act inactive and OX1R antagonist -31.
Screening CC(=O)NC(CC(=O)NC1CCCCCC1)c1ccccc1 (stereo not drawn) returned CHT allo act inactive and OX1R antagonist -16.
Screening CC(C)(C)OC(=O)N[C@@H](Cc1ccccc1)c1nnc(S(=O)(=O)Cc2cccc(F)c2)o1 returned CHT allo act inactive and OX1R antagonist 35.
For O=c1cc(C(F)(F)F)[nH]c2ccc(OC(F)(F)F)cc12 the results were CHT allo act inactive and OX1R antagonist 3.
COc1cc(OC)c(C(=O)OCC(=O)NC2CCCCCCC2)cc1OC was read as OX1R antagonist -6.
COn1c(-c2ccc(Cl)cc2)nc2ccc(Cl)cc21 was read as CHT allo act inactive and OX1R antagonist -39.
Screening O=C(Nc1nc2cc3c(cc2s1)OCCO3)c1cccs1 returned CHT allo act inactive and OX1R antagonist 12.
Screening CC1(C)N=C(N)NC(Nc2ccccc2Cl)=N1 returned CHT allo act inactive and OX1R antagonist -8.
For Cc1nn(-c2ccccc2)c(C)c1C(=O)OCC(=O)Nc1ccccc1 the results were OX1R antagonist -14.
Cc1cc(=O)oc2cc(OCC(=O)NCC3CCCO3)ccc12 (stereo not drawn) was read as CHT allo act inactive and OX1R antagonist -4.
`O=C(COC(=O)c1cccnc1Cl)NCc1ccc2c(c1)OCO2` gave CHT allo act inactive and OX1R antagonist -14.
Screening CC(=O)N(Cc1cc2c(C)cc(C)cc2[nH]c1=O)C1CCCCC1 returned CHT allo act inactive and OX1R antagonist 4.
Screening N/C(=N\OC(=O)CSc1ccccc1)c1cccc([N+](=O)[O-])c1 returned CHT allo act inactive and OX1R antagonist -15.
For CCOC(=O)c1cnn(-c2nc(-c3ccccc3)nc3c2COC(C)(C)C3)c1N the results were CHT allo act inactive and OX1R antagonist -2.
For CCOc1ccc(N2C(=O)/C(=C\c3ccc(OC)c(O)c3)S(=O)(=O)C2c2cccc([N+](=O)[O-])c2)cc1 (stereo not drawn) the results were CHT allo act inactive and OX1R antagonist 1.
CN1CCN(C(=O)Cn2c(C(F)(F)F)nc3ccccc32)CC1 was read as CHT allo act inactive and OX1R antagonist -13.
Cn1c(CNC(=O)CCNC(=O)c2ccccc2F)cc(=O)n(C)c1=O was read as CHT allo act inactive and OX1R antagonist -9.
For CCOC(=O)c1cn(C2CC2)c2c(F)c(NCCCN(C)C)c(F)cc2c1=O the results were CHT allo act inactive and OX1R antagonist -17.
Screening O=C1/C(=N\O)Cc2ccccc21 returned CHT allo act inactive and OX1R antagonist -3.
For Cc1ccc(C)n1-c1ccc(C(=O)NCC2CCCO2)cc1 (stereo not drawn) the results were CHT allo act inactive and OX1R antagonist -17.
Screening Cc1cccc(-c2noc(CCC(=O)Nc3ccccc3)n2)c1 returned CHT allo act inactive and OX1R antagonist 4.
Screening Cc1ccc(NCc2nnc(SCC(=O)Nc3cccc(O)c3)n2CC2CCCO2)c(C)c1 (stereo not drawn) returned CHT allo act inactive and OX1R antagonist -19.
`CCc1nc(N2CCOCC2)c(C#N)c2c1CCCC2` gave CHT allo act inactive and OX1R antagonist -39.
CCCc1cc(NCc2ccccn2)n2c(nc3ccccc32)c1C#N was read as CHT allo act inactive and OX1R antagonist -24.
For Cc1cc(C)c(C2=Nn3c(C)nnc3SC2C)cc1C (stereo not drawn) the results were CHT allo act inactive and OX1R antagonist -1.
`CCOC(=O)C1CCN(C(=O)Cc2ccc(-c3ccccc3)cc2)CC1` gave CHT allo act inactive and OX1R antagonist -38.
For CCOC(=O)C1=C(O)/C(=C/N(C)C)N=C1C the results were CHT allo act inactive and OX1R antagonist -3.
`Fc1ccc(Oc2ncccn2)c(F)c1` gave CHT allo act inactive and OX1R antagonist -4.
`Cc1csc(N/N=C\c2cccnc2)n1` gave CHT allo act inactive and OX1R antagonist -11.
COc1ccc(CC(=O)Nc2ccc(S(=O)(=O)N(C)C)cc2)cc1OC was read as CHT allo act inactive and OX1R antagonist -13.
CCOC(=O)C1CCCN(C(=O)CNC(=O)c2ccc(Br)o2)C1 (stereo not drawn) was read as OX1R antagonist 2.
COc1ccc(C(=O)Nc2ccc3oc(-c4cccc(F)c4)nc3c2)cc1OC was read as CHT allo act inactive and OX1R antagonist -24.
For Cc1ccc(Cl)c(NC(=O)COC(=O)CNS(=O)(=O)/C=C/c2ccccc2)c1Cl the results were CHT allo act inactive and OX1R antagonist -14.
Cc1cc(C)cc(OC2CCCCC2NS(=O)(=O)c2ccccc2)c1 (stereo not drawn) was read as CHT allo act inactive and OX1R antagonist -13.
O=C(CCS(=O)(=O)Cc1ccccc1)Nc1ccc2c(c1)OCCO2 was read as CHT allo act inactive and OX1R antagonist -21.
For NC(=O)NC(CC(=O)NCCCc1ccccc1)c1ccc(Cl)cc1 (stereo not drawn) the results were CHT allo act inactive and OX1R antagonist -10.
O=C(c1ccco1)N(Cc1ccc2c(c1)OCO2)Cc1cc2cc3c(cc2[nH]c1=O)OCO3 was read as CHT allo act inactive and OX1R antagonist 2.
NS(=O)(=O)c1ccc(NC(=O)Nc2ccccc2)cc1 was read as CHT allo act inactive and OX1R antagonist -16.
Screening COC(=O)[C@@]1(Cc2ccc(OC)cc2)[C@H]2c3cc(C(=O)N4CCCC4)n(Cc4c(CO)[nH]cc(C)c4=O)c3C[C@H]2CN1C(=O)c1ccccc1 returned CHT allo act inactive and OX1R antagonist 9.
CCc1noc(C)c1C(=O)NNC(=O)c1ccccc1F was read as CHT allo act inactive and OX1R antagonist -8.
For COc1ccc(NCC(=O)n2c(C)c(C)c3ccccc32)cc1 the results were CHT allo act inactive and OX1R antagonist 1.
COCCNS(=O)(=O)c1ccc2c(c1)oc(=O)c1cc(S(=O)(=O)NCCOC)ccc12 was read as CHT allo act inactive and OX1R antagonist -12.
COc1cc(C(=O)N2CCC3(CC2)NCCc2[nH]cnc23)cc(OC)c1OC was read as CHT allo act inactive and OX1R antagonist -14.
`CC1CCCC(C)N1C(=O)COC(=O)c1cc(F)c(F)cc1Cl` (stereo not drawn) gave OX1R antagonist -16.
C=C1C(=O)[C@@]23[C@H](O)C[C@@H]4C(C)(C)CC[C@H](O)[C@@]4(C)[C@@H]2CC[C@@H]1[C@H]3O was read as CHT allo act inactive and OX1R antagonist -4.
Screening O=C(N/N=C/c1c[nH]c2ccccc12)c1ccc(Br)cc1 returned CHT allo act inactive and OX1R antagonist -10.
Screening COc1ccc(CCNC(=O)c2cccnc2SC)cc1 returned CHT allo act inactive and OX1R antagonist -11.
Screening CC(=O)N1CCOc2ccc(S(=O)(=O)NCc3ccc(F)cc3)cc21 returned CHT allo act inactive and OX1R antagonist 6.
CC1CCCCN1CCCNc1ccc(C(CC(N)=O)NC(=O)c2ccccc2)cc1[N+](=O)[O-] (stereo not drawn) was read as CHT allo act inactive and OX1R antagonist -16.
Screening Cc1c(Br)c(C(=O)NCc2cc3cc(Cl)ccc3[nH]2)nn1C returned CHT allo act inactive and OX1R antagonist -19.
Screening C[C@H](NC(=O)c1nc[nH]c1C(=O)N(C)Cc1ccccc1)C(=O)OC(C)(C)C returned CHT allo act inactive and OX1R antagonist -3.
Screening Nc1c2c(nc3ccccc13)CCC2 returned CHT allo act inactive and OX1R antagonist -8.
For O=C(NNC(=O)c1cccc(-n2cccc2)c1)c1ccccc1 the results were OX1R antagonist -4.
`O=C(CCSCc1ccccc1F)NCc1cccnc1` gave CHT allo act inactive and OX1R antagonist 3.
Screening c1ccc2c(c1)[nH]c1ccccc12 returned CHT allo act inactive and OX1R antagonist -4.
CCOC(=O)c1c(NC(=O)c2cccs2)sc(CC)c1-c1cccs1 was read as CHT allo act inactive and OX1R antagonist -47.
`COCc1cc(CN2CCN(Cc3ccsc3)C(CCO)C2)ccc1OC` (stereo not drawn) gave CHT allo act inactive and OX1R antagonist -15.
Cc1ccc2c(c1)C1CN(C)CCC1N2C(=S)NC(=O)c1ccc(Br)cc1 (stereo not drawn) was read as CHT allo act inactive and OX1R antagonist -21.
For CC12CCC(C(=O)N(CCCCN3CCN(Cc4ccccc4)CC3)C1=O)C2(C)C (stereo not drawn) the results were CHT allo act inactive and OX1R antagonist -17.
For Cc1ccc(S(=O)(=O)N(C)CC(=O)Nc2ccncc2)cc1 the results were CHT allo act inactive and OX1R antagonist -2.
Screening O=C1c2cccc3cc(Br)cc(c23)C(=O)N1Nc1ccccc1 returned CHT allo act inactive and OX1R antagonist -7.
Screening CCOC(=O)C1=C(C)NC(=O)C(C(N)=O)C1c1ccccc1 (stereo not drawn) returned CHT allo act inactive and OX1R antagonist -10.
COCCNC(=O)c1cnn2c(C(F)(F)F)cc(-c3ccc(C)cc3)nc12 was read as CHT allo act inactive and OX1R antagonist -9.
CCOc1cccc(-c2c(C(=O)N/N=C/c3ccncc3)nnn2-c2nonc2N)c1 was read as CHT allo act inactive and OX1R antagonist -19.
`CCOc1cccc(N)c1` gave OX1R antagonist -4.
For CC(C)N(Cc1ccccc1)C(=O)COC(=O)c1cc(S(=O)(=O)N(C)C)ccc1N1CCCC1 the results were OX1R antagonist 12.
CCN(CC)CCOC(=O)c1ccc(N/C=C(/C#N)c2nc(-c3cc4ccccc4oc3=O)cs2)cc1 was read as CHT allo act inactive.
For O=C(NCc1cccs1)C1CCCN(C(=O)Nc2ccccc2)C1 (stereo not drawn) the results were CHT allo act inactive and OX1R antagonist -16.
Screening FC(F)(F)COc1nc(N/N=C/c2cccnc2)nc(N2CCCCC2c2ccccn2)n1 (stereo not drawn) returned CHT allo act inactive and OX1R antagonist -33.
For CSc1oc(-c2ccco2)nc1S(=O)(=O)c1ccc(Br)cc1 the results were CHT allo act inactive and OX1R antagonist -30.
For CCc1ccc(-c2cc(C(=O)Nc3c(C)n(C)n(-c4ccccc4)c3=O)c3ccccc3n2)s1 the results were CHT allo act inactive and OX1R antagonist -33.
For C[C@H](NC(=O)c1nc[nH]c1C(=O)N[C@@H](CCCCN)C(=O)OC(C)(C)C)C(=O)OCc1ccccc1 the results were OX1R antagonist 4.
C=CCc1ccc(OCCOc2ccc(/C=N/n3cnnc3)cc2OCC)c(OC)c1 was read as CHT allo act inactive and OX1R antagonist 1.
For CC(OC(=O)c1cccc(S(=O)(=O)N(C)C)c1)C(=O)NCc1ccc2c(c1)OCO2 (stereo not drawn) the results were CHT allo act inactive and OX1R antagonist -24.
Screening Cn1c(/C(C#N)=C(\O)c2ccc(Cl)s2)nc2ccccc21 returned CHT allo act inactive and OX1R antagonist -9.
Screening Cc1cc(=O)n2nc(N3CCC(C(=O)NCc4cccc(Cl)c4)CC3)sc2n1 returned CHT allo act inactive and OX1R antagonist -22.
Screening CCOc1ccc(CNS(=O)(=O)c2ccc(-c3ccc(=O)[nH]n3)o2)cc1OC returned CHT allo act inactive and OX1R antagonist -7.
For COc1ccc(OC)c(NC(=O)CSc2n[nH]c(-c3cccnc3)n2)c1 the results were CHT allo act inactive and OX1R antagonist -19.
`CCc1nc(Nc2cc(OC)ccc2OC)c2oc3ccccc3c2n1` gave CHT allo act inactive and OX1R antagonist -32.
Screening COc1cc2c(cc1OC)C1(NCC2)C(=O)Nc2ccccc21 (stereo not drawn) returned CHT allo act inactive and OX1R antagonist -2.
Screening S=c1nc(-c2ccccc2)n(CCN2CCOCC2)c2c1CCCC2 returned CHT allo act inactive and OX1R antagonist -23.
Screening O=C(NCC1CCCN1S(=O)(=O)c1cccs1)c1ccc(F)cc1 (stereo not drawn) returned CHT allo act inactive and OX1R antagonist -10.
O=C(N/N=C/c1ccco1)c1cccc(NC(=O)c2cccc(Cl)c2)c1 was read as CHT allo act inactive and OX1R antagonist -16.
Screening CC(=O)Oc1ccc(-c2ccc(C(=O)O)cc2)cc1 returned CHT allo act inactive and OX1R antagonist 2.
For COc1ccc(CCNC(=O)C2CCN(C(=O)c3ccc(Br)cc3)CC2)cc1 the results were CHT allo act inactive and OX1R antagonist -18.
